Assay outcomes: PubChem, several laboratories
OX1R antag = OX1R (human) antagonism. O43613. OX1R-expressing cells, FRET antagonist read-out. inhibition, % at 6.6 µM. 330,000 tested, 1.8% active. AID 485270; in the data active = inhibition mostly above about 38%, no sharp cut-off; inactive = mostly below about 40%;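 also: 0% = agonist challenge alone and 100% = reference antagonist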
Target sequence (O43613 whole entry, looked up): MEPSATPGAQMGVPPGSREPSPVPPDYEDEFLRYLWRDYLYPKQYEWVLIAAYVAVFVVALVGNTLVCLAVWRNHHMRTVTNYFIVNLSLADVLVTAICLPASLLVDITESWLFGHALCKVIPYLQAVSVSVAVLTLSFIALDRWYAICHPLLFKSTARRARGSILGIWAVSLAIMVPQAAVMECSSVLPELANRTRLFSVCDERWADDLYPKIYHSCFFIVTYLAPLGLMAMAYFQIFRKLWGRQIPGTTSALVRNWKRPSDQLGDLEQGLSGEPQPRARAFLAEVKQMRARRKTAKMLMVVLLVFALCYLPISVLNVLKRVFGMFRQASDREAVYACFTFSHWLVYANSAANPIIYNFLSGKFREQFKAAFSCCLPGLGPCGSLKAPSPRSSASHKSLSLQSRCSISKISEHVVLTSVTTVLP
STK33 inh = blocks human STK33 kinase activity. purified STK33, MBP phosphorylation, ADP-Glo luminescence. inhibition, % at 10 µM. 320,000 tested, 0.073% active. AID 2661;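 active = inhibition at or above 25%, using the most active replicate where run in duplicate; inactive = inhibition below 25%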
Target sequence (Q9BYT3 whole entry, looked up): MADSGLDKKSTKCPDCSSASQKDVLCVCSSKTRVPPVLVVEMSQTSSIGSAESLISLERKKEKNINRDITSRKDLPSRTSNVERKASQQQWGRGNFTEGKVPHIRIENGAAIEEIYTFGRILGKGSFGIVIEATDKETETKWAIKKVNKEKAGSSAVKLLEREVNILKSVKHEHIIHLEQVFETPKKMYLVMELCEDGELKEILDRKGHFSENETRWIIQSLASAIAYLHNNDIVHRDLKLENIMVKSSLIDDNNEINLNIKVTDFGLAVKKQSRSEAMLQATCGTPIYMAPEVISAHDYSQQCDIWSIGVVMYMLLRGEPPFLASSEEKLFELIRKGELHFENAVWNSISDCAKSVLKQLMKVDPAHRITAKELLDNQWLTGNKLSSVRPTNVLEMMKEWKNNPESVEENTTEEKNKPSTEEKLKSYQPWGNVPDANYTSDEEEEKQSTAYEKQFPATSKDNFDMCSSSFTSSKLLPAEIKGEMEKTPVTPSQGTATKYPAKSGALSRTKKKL
KCNQ2 inh = KCNQ2 channel blockers in CHO-K1 cells – cell-based, FluxOR thallium flux, B-score, primary screen (AID 2156); B-score at 10 µM; 310,000 tested, 1.1% active; 20 min; hits give low values; O88943;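 active = fluorescence ratio B-score at most minus 3 library SDs, with starting brightness B-score within 2 library SDs, cut at about -5.5 in these data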
Active calls of the source: *; i = inactive; . = not tested or not shown. Not a hit list (roughly 2.7% active in at least one column).

SMILES	OX1R antag	STK33 inh	KCNQ2 inh
CCOC(=O)c1c(NC(=O)Cn2nc(C(=O)O)c3ccccc3c2=O)sc2c1CCC(C)C2 (stereo not drawn)	9.2	-0.4	i
CCOC(=O)C1CCN(C(=S)Nc2ccc(S(N)(=O)=O)cc2)CC1	-8.0	0.2	i
COC(=O)C1(CO)NC(c2cccs2)C2C(=O)N(c3ccccc3)C(=O)C21 (stereo not drawn)	24.2	-1.0	i
COc1cc(C(=O)NC2(C(F)(F)F)NC(=O)N(CCCc3ccccc3)C2=O)cc(OC)c1OC (stereo not drawn)	20.0	-1.4	i
COc1ccc(S(=O)(=O)NC2CCCC2)cc1Cl	22.0	-1.2	i
Cc1ccc(CN2CCNC(=O)C2CC(=O)N(C)C(C2CC2)C2CC2)o1 (stereo not drawn)	14.2	0.8	i
O=C(N/N=C/c1ccco1)/C(=C/c1cccc([N+](=O)[O-])c1)NC(=O)c1ccccc1	32.1	0.1	i
Cc1ccc(C)c(OCCCNC2CCCC2)c1C	2.2	-1.9	i
O=C(N/N=C/c1sc(N2CCCCC2)nc1-c1cccs1)c1cccnc1	111.0*	5.5	i
COc1ccc(N(CC(=O)Nc2c(C)n(C)n(-c3ccccc3)c2=O)S(=O)(=O)c2ccccc2)cc1OC	9.3	-1.0	i
Cc1ccccc1-c1noc(CCC(=O)NCCc2ccccc2)n1	4.9	-1.1	i
COc1cc(CN2CCC(C(=O)NC3CCCC3)CC2)ccc1O	6.1	0.0	i
C#CCOC(=O)Nc1ccc(=O)n(Cc2c(Cl)cccc2Cl)c1	4.2	-1.1	i
Cc1cc(C)c(S(=O)(=O)NCCn2c(C)cc3ccccc32)c(C)c1	4.6	-0.8	i
COc1ccc(OC)c(NC2c3ccccc3C(=O)N2c2cccnc2)c1 (stereo not drawn)	7.3	-1.7	i
COC(=O)c1ccccc1NS(=O)(=O)c1c(C)noc1C	2.4	-1.7	i
Oc1ccc(N=Nc2nccs2)c(O)c1	58.9*	2.4	i
O=C(Nc1cccc(S(=O)(=O)N2CCCCC2)c1)c1ccc(OCC2CCCO2)cc1 (stereo not drawn)	26.0	-0.8	i
Cc1ccc(NC(=O)c2cc3c(CO)cnc(C)c3oc2=Nc2cccc(C(N)=O)c2)cc1	10.7	-1.4	i
CC(C)Oc1ccc(C(=O)Nc2ccccc2N2CCOCC2)cc1	15.2	-0.2	i

Looked up above:
In STK33 inh, Cc1ccccc1-c1noc(CCC(=O)NCCc2ccccc2)n1 has -1.1
In STK33 inh, COc1ccc(OC)c(NC2c3ccccc3C(=O)N2c2cccnc2)c1 (stereo not drawn) has -1.7
In STK33 inh, COC(=O)c1ccccc1NS(=O)(=O)c1c(C)noc1C has -1.7

More records:
SMILES	OX1R antag	STK33 inh	KCNQ2 inh
CCCCNC(=O)c1cc2nc(-c3ccccc3)cc(C(F)(F)F)n2n1	9.0	-0.8	i
CC1CCCC(NC(=O)Cn2c(Cl)nc3c2c(=O)n(C)c(=O)n3C)C1C (stereo not drawn)	14.4	0.0	.
COc1ccccc1CNC(=O)C1CCN(S(=O)(=O)N2CC(C)CC(C)C2)CC1 (stereo not drawn)	-2.9	-0.1	i
N#CCC(=O)N/N=C/c1cn(Cc2ccccc2C#N)c2ccccc12	7.2	0.2	i
Clc1ccc(Nc2nc(-c3cccnc3)cs2)cc1	30.8	-0.8	i
O=C(NCC1CCCO1)C(C(=O)c1ccccc1)n1ccccc1=O (stereo not drawn)	3.0	0.0	i
C(=N\N1CCN(Cc2cccc3ccccc23)CC1)/c1ccco1	19.3	-0.1	i
Oc1cc(NCCc2cccnc2)cc2cccnc12	66.4*	-0.6	.
CCS(=O)(=O)N1CCCC(C(=O)NC2CCCCC2C)C1 (stereo not drawn)	7.2	-0.3	i
COCCNC(=O)C(c1ccc(F)cc1)N(C(=O)CCC(=O)Nc1nccs1)c1ccc(C)cc1 (stereo not drawn)	12.2	-0.3	i

Reprinted from the part before: seven entries; new compounds follow.
SMILES	OX1R antag	STK33 inh	KCNQ2 inh
N#CCC(=O)N/N=C/c1cn(Cc2ccccc2C#N)c2ccccc12	7.2	0.2	i
Clc1ccc(Nc2nc(-c3cccnc3)cs2)cc1	30.8	-0.8	i
O=C(NCC1CCCO1)C(C(=O)c1ccccc1)n1ccccc1=O (stereo not drawn)	3.0	0.0	i
C(=N\N1CCN(Cc2cccc3ccccc23)CC1)/c1ccco1	19.3	-0.1	i
Oc1cc(NCCc2cccnc2)cc2cccnc12	66.4*	-0.6	.
CCS(=O)(=O)N1CCCC(C(=O)NC2CCCCC2C)C1 (stereo not drawn)	7.2	-0.3	i
COCCNC(=O)C(c1ccc(F)cc1)N(C(=O)CCC(=O)Nc1nccs1)c1ccc(C)cc1 (stereo not drawn)	12.2	-0.3	i
COc1ccc(OC(=O)COc2cc(C)ccc2C)cc1	-7.3	-0.4	i
COc1ccc(C(=O)Nc2ccncc2)cc1S(=O)(=O)N1CCOCC1	-1.1	0.7	.
CN(C)c1ccc(-c2noc(C3CCN(S(=O)(=O)c4ccc(C(=O)O)cc4)CC3)n2)cc1	1.4	6.6	i
Cc1ccc(NC(=O)CC2=NC(=O)C(CC(=O)Nc3ccccc3C)S2)cc1 (stereo not drawn)	11.1	0.3	i
CCOc1ccc(C(=O)NCC2CCCN2S(=O)(=O)c2cccs2)cc1 (stereo not drawn)	11.2	-1.3	i
O=C(Nc1ccccn1)C1(c2cccs2)CCOCC1	29.5	1.5	i
COC(=O)c1cc(=O)n2c(-c3ccccc3)csc2n1	22.7	1.4	i
CC1Cc2cc(S(=O)(=O)N3CCC(C(=O)N4CCCCC4)CC3)ccc2N1C(=O)C1CC1 (stereo not drawn)	5.3	-0.2	i
COc1cc(/C=C/C(=O)OCC(=O)c2c(N)n(C)c(=O)n(C)c2=O)ccc1OCC#N	20.0	-1.7	i
FC(F)Oc1ccccc1/C=N/Nc1nc2ccccc2o1	30.3	0.8	i
Cc1cccnc1NC(=O)CCc1c[nH]c2ccccc12	35.1	-1.7	i
OC1CNCc2cc3c(cc21)OCCO3 (stereo not drawn)	10.9	-1.4	i
O=C(CSc1nnc(-c2ccncc2)n1CC1CCCO1)Nc1cccc(O)c1 (stereo not drawn)	11.8	-2.2	i
Cc1ccc(C(=O)Nc2ccc(F)cc2)o1	8.8	-1.4	i
Cc1ccc(S(=O)(=O)N(C)CCCC(=O)N2CCOCC2)cc1	20.5	-0.6	i
COc1ccc(NS(=O)(=O)c2cc(NC(=O)c3ccc(=O)[nH]n3)ccc2C)cc1	-1.1	-1.0	.
CCOc1ccc(NC(=O)CSc2nnc(C(C)C)n2CC)cc1	-1.1	-0.8	i
CCN1CCN(CCCNC(=O)CNC(=O)c2nn(-c3ccc(OC)cc3OC)c(=O)c3ccccc23)CC1	-1.4	-1.7	i
O=C(Nc1ccc(OC(F)F)cc1)Nc1cccc(C(F)(F)F)c1	45.1*	-1.2	i
CCOC(=O)Cc1[nH]nc2c1C(c1cccc(OC)c1OC)C(C#N)=C(N)O2 (stereo not drawn)	7.8	0.1	i
COc1ccc(CCNC(=O)c2cc(-c3ccccc3O)n[nH]2)cc1OC	18.9	-1.2	i
Cc1nn(C(=O)c2nn(C)cc2[N+](=O)[O-])c(C)c1Br	8.1	-0.3	i
CC(C)(C)c1ccc(NC(=O)COc2ccc(-n3ccnc3)cc2)cc1	37.7	0.8	i
CCN(CC)CCN(C(=O)CCS(=O)(=O)c1ccccc1)c1nc2cc3c(cc2s1)OCO3	-2.0	3.2	i
Cc1ccc(C(=O)N2CCCC(N3CCN(c4ccccc4C)CC3)C2)c(=O)[nH]1 (stereo not drawn)	6.5	0.7	i
CC(=O)Nc1ccc(SCC(=O)Nc2cc(C(C)(C)C)nn2-c2ccccc2)cc1	35.3	0.4	i
CCn1c(Oc2ccccc2)nc2c1c(=O)n(C)c(=O)n2C	7.7	-1.3	i
O=C(NCCCN1CCCCC1)c1ccc2c(c1)NC(=O)c1ccccc1S2	6.1	3.2	i
Fc1ccc(C(c2nnnn2Cc2cccs2)N2CCN(C3CCCC3)CC2)cc1 (stereo not drawn)	2.9	-2.2	i
CCCCNC(=O)CNC(=S)N(CCCN1CCOCC1)Cc1cccs1	10.9	-0.2	i
O=C(O)c1cc(-c2ccccc2)nc2ccccc12	11.6	-1.9	i
O=C(COc1ccc(Br)cc1)Nc1ccccc1N1CCCC1	11.9	-4.7	i
Cc1ccc(C)c(OCCn2cc(/C=C(/C#N)C(=O)NCC3CCCO3)c3ccccc32)c1 (stereo not drawn)	13.8	-0.6	i
CC(C)C(NC(=O)c1ccccc1Br)c1ccccc1 (stereo not drawn)	5.0	-1.9	i
CCOc1ccc(C(=O)Nc2ccccc2NC(C)=O)cc1OCC	13.0	2.6	i
COc1ccc(OC)c(/C=C2\S/C(=N/NC(=O)c3ccc4ccccc4c3)NC2=O)c1	14.9	0.0	i
Cn1nc(C(=O)NCc2ccccc2)c2c1-c1ccccc1S(=O)(=O)C2	1.6	-0.7	i
CCOC(=O)CSc1nnc(-c2ccccc2)o1	12.8	-2.0	i
Cc1ccc(-c2csc(NC(=O)C3CSC4(C)CCC(=O)N34)n2)cc1 (stereo not drawn)	19.7	-0.2	i
Cc1cc(C(=O)COC(=O)c2ccc(O)cc2O)c(C)n1C(C)C	10.6	-1.0	.
Nc1nc(SCC(=O)N2N=C3/C(=C/c4ccco4)CCCC3C2c2ccco2)n[nH]1 (stereo not drawn)	3.7	0.4	i
O=C(CN1CCN(c2ccccc2F)CC1)NC(=O)NCc1ccco1	10.7	0.9	i
COc1ccc(NC(=O)Cc2ccc(Cl)cc2Cl)cn1	14.9	0.2	i
CC(C(=O)O)n1nc2ccccc2n1 (stereo not drawn)	27.4	-1.6	i
O=C(c1cc(Br)c(Br)s1)N1CCN(c2ccccn2)CC1	24.1	5.0	i
CCn1c(CSc2nc3ccccc3[nH]2)nc2cc(C(=O)O)ccc21	20.8	-0.1	i
CCCCN1C(=O)C(=O)N(CC(=O)Nc2ccc(OC(F)(F)F)cc2)C1=O	7.3	-0.6	.
Cc1cccc(OCC(=O)NCCCNC(=O)c2ccncc2)c1	6.0	-0.7	i
Cc1c(Cl)c(=O)oc2cc(OC(C)C)ccc12	-0.2	-1.5	i
Cc1ccc(NCc2n[nH]c(=S)n2-c2ccccc2)cc1Cl	10.2	-2.0	i
The results go on.
SMILES	OX1R antag	STK33 inh	KCNQ2 inh
CCn1nnnc1NC(=O)c1cccc(OC)c1	26.6	0.1	i
COCc1c(C(=O)OCC(=O)NCCN2C(=O)CSC2=O)oc2ccccc12	9.7	-0.7	i
CC(=O)Nc1cccc(NC(=O)CCCC2CCCCC2)c1	29.5	-1.1	i
COC(=O)c1cccc(NC(=O)c2cnn(C)c2)c1	3.8	-0.3	i
Cc1ccc(NC(=O)CS(=O)CC(=O)NC23CC4CC(CC(C4)C2)C3)cc1 (stereo not drawn)	13.9	-0.4	i
CN(C(=O)COC(=O)c1cc[n+]([O-])cc1)c1ccccc1	12.5	-2.0	i
COc1cc(NC(=O)C2CCCN(c3ncccn3)C2)cc(OC)c1 (stereo not drawn)	7.2	-2.4	i
O=C(NCCc1ccccc1)C(=S)N1CCCCC1	19.2	-0.7	i
CCn1ncc(Br)c1C(=O)Nc1cccc(C(C)=O)c1	1.6	-0.8	i
CC(=O)c1c(C)[nH]c(C(=O)NCc2ccccc2Cl)c1C	10.8	-1.4	i
CN(C)CCn1cnc2c1c(=O)n(C)c(=O)n2C	3.2	-2.5	i
CCC(C)NC(=O)CS(=O)Cc1nc(-c2cccc(OC)c2)oc1C (stereo not drawn)	31.7	-1.5	i
COc1ccc(CCNC(=O)CCCCCN2C(=O)c3ccccc3C2=O)cc1OC	8.4	-2.3	i
CCOc1ccc(Cn2c(=O)sc3ccccc32)cc1	13.5	-0.4	i
Cc1cc(C(=O)N2CCN(C(c3ccccc3)c3ccccc3)CC2)no1	12.7	0.3	i
CCCCOc1ccc(C(=O)OCC(=O)NC2CCCC2)cc1	-5.3	-1.8	i
CC(=O)N(Cc1cc(=O)[nH]c2ccccc12)c1cccc(C)c1	-8.1	-0.4	i
O=C(CN1C(=O)C2CC=CCC2C1=O)Nc1nc(-c2ccc(F)c(F)c2)cs1 (stereo not drawn)	5.3	-2.6	.
CNC(=S)NCCc1ccccc1	10.9	-3.0	i
Cc1cc(C(=O)NNC(=O)c2ccc(Cl)cc2)no1	-0.4	-0.6	i
CCCn1c(/C=C/c2ccccc2)nc2ccccc21	12.5	2.2	-6.13*
CC(Oc1ccccc1)C(=O)N1CCc2ccccc2C1 (stereo not drawn)	-8.4	-0.8	i
O=C(C(=O)N1CCOCC1)c1cn(CC(=O)N2CCc3ccccc3C2)c2ccccc12	28.7	-0.6	i
O=C(NCc1ccccc1)c1ccc[n+]([O-])c1	8.0	1.1	i
Cc1ccc(NS(=O)(=O)c2c(C(=O)N3CCCC3)c(C)n(C)c2C)cc1	2.6	-0.4	i
CC(C)C(NC(=O)c1c(F)cccc1F)C(=O)NCc1ccc(S(=O)(=O)N2CCOCC2)cc1 (stereo not drawn)	-2.8	-0.9	.
O=C(Nc1nccs1)C1C2CC3OC(=O)C1C3C2 (stereo not drawn)	5.9	-1.7	i
Oc1[nH]c2ccc(Br)cc2c1N=Nc1ccc(C(F)(F)F)cn1	1.1	0.3	i
O=C(NNC(=O)c1nn(-c2ccc(F)cc2)ccc1=O)c1ccc(C(F)(F)F)cc1	12.1	-1.2	i
O=C(NCCc1ccc(F)cc1)Nc1ccccc1	-6.9	3.4	i
COC(=O)c1c(-c2c(Cl)cccc2Cl)noc1NC(=O)NN1CCCCC1	18.3	-1.2	i
Cc1c(NC(=O)Cn2nc(C(F)(F)F)c3c2CCCC3)c(=O)n(-c2ccccc2)n1C	14.4	1.3	i
O=C(NC1CC1)c1cc2c(s1)-c1ccccc1OC2	15.9	1.7	i
CCCC[n+]1ccn(-c2nc3ccccc3nc2[N-]S(=O)(=O)c2ccc(Cl)cc2)c1	8.0	0.0	i
